# Screens from PubChem.
# GPR55 antagonists – inhibition of LPI-stimulated GPR55 beta-arrestin translocation – imaging, U2OS, beta-arrestin-GFP, LPI agonist, primary screen (AID 2013). U2OS GPR55 beta-arrestin-GFP translocation imaging, LPI antagonism; higher % means a stronger effect. inhibition, % at 10 µM; hits with a dose series show IC50 in µM. 0.13% of 290,000 active;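 active = spots per cell inhibited over 60%, with over 100 cells counted and total cytoplasm intensity under 500,000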;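 also: U2OS cells stably carrying GPR55 and arrestin-GFP stimulated by 5 µM LPI near EC80; imaged beta-arrestin-GFP aggregate spots per cell after agonist stimulation; plate controls were LPI-stimulated DMSO wells for no effect and DMSO wells without LPI for full effect; some results filed as inactive read as strong as hits; confirmed hits need IC50 under 10 µM and bright autofluorescent wells are also inconclusive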
# KOR beta-arrestin-1 – KOR agonists, beta-arrestin recruitment, primary screen, cell-based, luminescence, uHTS (AID 1777); KOR beta-arrestin recruitment, luminescence; higher % means a stronger effect; one-dose activation, % at 10 µM; EC50 in µM for titrated hits; 0.02% of 280,000 active; in the data active = activation above about 50%, passing the limit was not always enough; also: a part of the inactive calls stands beside numbers as strong as those of hits
# West Nile virus CPE – inhibition of WNV-induced cytopathic effect – cell-based, CPE readout (AID 1621) | 0.02% of 290,000 active | West Nile virus-infected cells, CPE inhibition; higher % means a stronger effect | CPE inhibition, % at 10 µM, or IC50 in µM where a hit was titrated; in the data active = a potency from the dose series; also: strong numbers were not always called active
# NTR1 agonist – NTR1-driven beta-arrestin-GFP spot formation – imaging, U2OS cells, high content, primary screen (AID 493036) | agonist mode | activation, % at 20 µM | 0.17% of 330,000 active;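 active = activation at or above 40% of the spot to cytoplasm intensity ratio, with at least 20 cells analyzed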;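 also: 0% = DMSO without peptide and 100% = 100 nM NTR1 peptide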
# Target sequence (P30989 whole entry, looked up): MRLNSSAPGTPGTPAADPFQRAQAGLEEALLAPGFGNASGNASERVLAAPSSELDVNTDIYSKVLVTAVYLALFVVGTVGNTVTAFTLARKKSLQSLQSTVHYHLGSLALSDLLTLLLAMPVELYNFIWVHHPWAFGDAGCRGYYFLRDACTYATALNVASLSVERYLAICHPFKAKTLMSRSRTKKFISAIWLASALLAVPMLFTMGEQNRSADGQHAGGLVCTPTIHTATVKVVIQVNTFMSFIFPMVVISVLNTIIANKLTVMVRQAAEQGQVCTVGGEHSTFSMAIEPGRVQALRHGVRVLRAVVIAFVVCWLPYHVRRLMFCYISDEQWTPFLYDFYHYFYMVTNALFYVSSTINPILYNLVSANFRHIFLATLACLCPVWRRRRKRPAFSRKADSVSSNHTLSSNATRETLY
# GPR55 activation – GPR55 agonists via beta-arrestin recruitment, primary screen, imaging, U2OS cells, beta-arrestin-GFP redistribution (AID 1961); U2OS GPR55 beta-arrestin-GFP redistribution imaging; higher % means a stronger effect; 0.048% of 290,000 active; activation, % at 10 µM, or EC50 in µM where a hit was titrated;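 active = activation above 40% with more than 50 cells counted in the well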;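 also: U2OS osteosarcoma cells stably expressing GPR55 and beta-arrestin-GFP; plate controls were DMSO negative control for no effect and LPI positive control for full effect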
# T cell HTS – T cell immune modulation candidate; 2C CD8+ T cell-vesicle binding, flow cytometry; active compounds read low; calls only at 7 µM; 0.068% of 330,000 active; AID 2052;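 active = response, share of CD8 T cells binding vesicles, and their 90th percentile fluorescence all below set limits, cut at about 80% in these data, passing the limit was not always enough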
#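 Material: murine 2C transgenic CD8+ T lymphocytes / Also added: QL9-peptide-loaded Drosophila micro-vesicles bearing Ld, ICAM-1 and B7-1 / Schedule: binding step 1.5 h, 37 °C, antibody labelling 20 min, ice / Signal: flow cytometry, PE anti-B7-1 (FL2) versus Alexa647 anti-CD8 (FL8), PFA-fixed / Evaluation: percent CD8+ FL2 mean versus row control / Benchmarks: naked versus QL9-loaded vesicles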
# GPR35 arrestin U2OS – inhibition of zaprinast-stimulated GPR35 beta-arrestin translocation – imaging, U2OS, beta-arrestin-GFP, zaprinast agonist, primary screen (AID 2058); 0.052% of 290,000 active; U2OS GPR35 beta-arrestin-GFP translocation imaging, zaprinast antagonism; higher % means a stronger effect; inhibition, % at 10 µM; hits with a dose series show IC50 in µM;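 active = inhibition of at least 50% with at least 30 cells and total cytoplasm GFP at most 10,000,000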
# KOR beta-arrestin-2 – kappa opioid receptor blockers – cell-based, luminescence, uHTS (AID 1778); 0.091% of 290,000 active; KOR beta-arrestin recruitment, luminescence, antagonist mode; higher % means a stronger effect; inhibition, % at 10 µM; hits with a dose series show IC50 in µM; in the data active = inhibition above about 50%; also: strong numbers were not always called active
# Salmonella PhoP GFP – inhibitors of PhoP regulon expression, primary screen, Salmonella Typhimurium, GFP reporter (AID 1863); S. Typhimurium PhoP-regulated promoter GFP reporter, 4 h; higher % means a stronger effect; inhibition, % at 50 µM, or IC50 in µM where a hit was titrated; 0.16% of 300,000 active;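 active = inhibition over 29.93%, a cutoff 3 SD above the screen mean, later confirmed by dose response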;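 also: 0% = low Mg2+ inducing control and 100% = high Mg2+ repressing control; strong numbers were not always called active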
# T cell HTS vesicle-bound % – recorded beside T cell HTS, whose call it bears; double positive events, %; measured here: CD8+ vesicle-bound cell fraction;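 binding gate set so that unloaded-vesicle control wells show 10% double positive cells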
# NTR1 agonist cell count 20 µM – further read-out of NTR1 agonist, marked with its call; cell count; measured here: cell count, cytotoxicity flag
# * marks the source's active call; other numbers are inactive results; i = inactive; x = no result given; [ ] = dose if it differs, or a comment. Not a hit list (roughly 0.62% active in at least one column).
structure	NTR1 agonist	T cell HTS	GPR55 activation	T cell HTS vesicle-bound %	GPR55 antagonists	West Nile virus CPE	KOR beta-arrestin-1	NTR1 agonist cell count 20 µM	KOR beta-arrestin-2	Salmonella PhoP GFP	GPR35 arrestin U2OS
O=c1c2cc(NC(=S)N3CCCC3)ccc2nc2n1CCCCC2	0.8	i	0.5%	43	3%	-0.6%	1.6%	69	4%	-6%	-15%
CCC(=O)N1CCN(c2ccc(NC(=O)c3cc4ccccc4o3)cc2)CC1	1.0	i	0.2%	50	6%	0.8%	-0.7%	52	-73%	-5%	10%
Cc1cc(O)c(C(C)C)cc1NC(=O)c1cccc(Cl)c1	2.2	i	0.3%	46	6%	0.5%	9.6%	79	3%	5%	9%
Cc1ccc(C(=O)NC2CCCCC2)cc1S(=O)(=O)N1CCCC1	-0.2	i	0.3%	11	10%	-0.5%	-2.1%	54	0%	4%	9%
O=C(CCCc1ccccc1)Nc1nnc(C(F)(F)F)s1	1.9	i	0.2%	30	-10%	0.0%	6.1%	63	-7%	-4%	2%
O=S(=O)(c1ccc(F)cc1)N1CCN(C(=S)NC2CCCC2)CC1	0.7	i	0.3%	35	15%	0.0%	-1.4%	59	18%	0%	3%
Cc1ccc(S(N)(=O)=O)c(C)c1-n1cnnn1	0.7	i	-0.3%	52	10%	1.2%	7.3%	46	-13%	-4%	10%
COC(=O)C(NC(=O)C(CC(C)C)NC(=O)C1CCC(C)CC1)C(C)C (stereo unspecified)	-2.0	i	0.0%	20	1%	0.1%	-6.3%	94	6%	2%	-2%
COc1ccccc1CNC(=O)C1CCN(S(=O)(=O)c2c(C)noc2C)CC1	1.0	i	-0.1%	49	16%	-0.1%	2.6%	56	-28%	0%	10%
O=C(/C=C/C=C/c1ccccc1)CC1(O)C(=O)N(CCc2ccccc2)c2ccccc21 (stereo unspecified)	14	i	0.2%	59	17%	x	-0.8%	58	-8%	-7%	-8%
Cc1ccc(-c2nnc(SCC(=O)OC(C)C)n2N)cc1	-0.2	i	-0.2%	45	-5%	-0.2%	2.5%	87	-11%	2%	-7%
Cc1cc(F)ccc1S(=O)(=O)N1CCCOC1CNC(=O)C(=O)NCCc1c[nH]c2ccccc12 (stereo unspecified)	0.3	i	0.0%	29	3%	-1.2%	11%	58	25%	2%	36%
CCOC(=O)NCc1ccc(S(=O)(=O)Nc2ccc(C)cc2)cc1	-2.0	i	-0.3%	38	5%	-0.5%	-3.7%	82	-1%	6%	15%
CCOC(=O)C1(Cc2ccccc2)CCCN(Cc2ccc(OCCO)cc2)C1 (stereo unspecified)	2.1	i	-0.1%	46	22%	-0.2%	x	35	16%[20 µM]	4%	28%
O=C(Cc1cccc2ccccc12)Nc1nc2ccccc2[nH]1	-0.9	i	0.2%	21	15%	0.0%	0.9%	47	14%	6%	10%

# Reprinted from the part before: 5 compounds, followed by the next part.
structure	NTR1 agonist	T cell HTS	GPR55 activation	T cell HTS vesicle-bound %	GPR55 antagonists	West Nile virus CPE	KOR beta-arrestin-1	NTR1 agonist cell count 20 µM	KOR beta-arrestin-2	Salmonella PhoP GFP	GPR35 arrestin U2OS
Cc1ccc(-c2nnc(SCC(=O)OC(C)C)n2N)cc1	-0.2	i	-0.2%	45	-5%	-0.2%	2.5%	87	-11%	2%	-7%
Cc1cc(F)ccc1S(=O)(=O)N1CCCOC1CNC(=O)C(=O)NCCc1c[nH]c2ccccc12 (stereo unspecified)	0.3	i	0.0%	29	3%	-1.2%	11%	58	25%	2%	36%
CCOC(=O)NCc1ccc(S(=O)(=O)Nc2ccc(C)cc2)cc1	-2.0	i	-0.3%	38	5%	-0.5%	-3.7%	82	-1%	6%	15%
CCOC(=O)C1(Cc2ccccc2)CCCN(Cc2ccc(OCCO)cc2)C1 (stereo unspecified)	2.1	i	-0.1%	46	22%	-0.2%	x	35	16%[20 µM]	4%	28%
O=C(Cc1cccc2ccccc12)Nc1nc2ccccc2[nH]1	-0.9	i	0.2%	21	15%	0.0%	0.9%	47	14%	6%	10%
CCn1c(SCC(=O)N(C)C2CCS(=O)(=O)C2)nnc1-c1ccccc1 (stereo unspecified)	-0.8	i	-0.4%	33	8%	0.2%	-2.7%	55	-6%	-2%	-9%
O=C(O)CCC(=O)N1CCc2cc(S(=O)(=O)NCc3cccs3)ccc21	1.6	i	0.2%	43	-14%	0.1%	-1.2%	53	10%	6%	4%
CCn1ncc(CN2CCC(Oc3ccc(C(=O)N4CCCC4)cc3)CC2)c1C	0.9	i	0.3%	39	-1%	-0.2%	1.7%	66	2%	-1%	14%
CC1(C)C[C@H](O)[C@@]23C[C@@H](OC2=O)[C@]2(C)C(=CCC4[C@@]5(C)CC[C@H](O)C(C)(C)C5CC[C@]42C)[C@@H]3C1 (stereo partly specified)	0.2	i	x	32	x	-0.4%	x	107	x	4%	x
CSc1nsc(SCC(=O)Nc2ccccc2C(N)=O)n1	-0.1	i	-0.1%	18	16%	-1.1%	0.2%	55	-8%	4%	-6%
Cn1cc(CNCc2cnc3ccccn23)c(-c2ccc(Oc3ccccc3)cc2)n1	-0.7	i	-0.1%	48	13%	-0.7%	x	76	-16%[20 µM]	9%	-10%
Cn1ccnc1CN1CCN(C(=O)c2cc(COc3ccc(F)c(F)c3)on2)CC1	-0.1	i	0.0%	31	4%	-0.8%	6.4%	59	10%	7%	-5%
CSCCC1NC(=O)N(CC(=O)Nc2ccc(N3CCCCC3)cc2)C1=O (stereo unspecified)	1.3	i	-0.1%	30	-3%	0.2%	0.3%	63	-20%	4%	-5%
O=Nc1c(-c2ccccc2)cc2ccccn12	0.1	i	-0.2%	23	-18%	-0.5%	-1.2%	50	-14%	7%	-9%
COc1ccc(NC(=O)CN2C(=O)COc3ccc(S(=O)(=O)N4CCCCC4)cc32)c(OC)c1	1.5	i	0.3%	11	11%	-0.1%	-2.8%	59	-38%	-4%	3%
Cc1nc(CCNC(=O)c2cccs2)cs1	2.0	i	0.1%	27	-3%	0.9%	-5.5%	51	-21%	-3%	-7%
Cc1nc2ccccc2c(=O)n1/N=C/c1ccc(OC(F)F)cc1	0.4	i	0.0%	42	-3%	-0.1%	4.5%	81	-27%	-11%	4%
Cc1cc(S(=O)(=O)N2CCC(N3CCCCC3)CC2)ccc1-n1cnnn1	2.6	i	0.2%	52	8%	-0.2%	-0.9%	63	3%	0%	3%
COc1ccc(C2(O)CCN(C(=O)NC3CCCCC3)CC2)cc1	-0.7	i	0.3%	4	-2%	-0.4%	0.1%	56	17%	-4%	12%
Cc1cccc(C)c1NC(=O)CN(C)C(=O)c1cccc(S(=O)(=O)N2CCN(c3ccccc3)CC2)c1	0.9	i	-0.2%	41	14%	-0.6%	3.5%	69	-4%	-2%	14%
CNC(=O)[C@@]1(Cc2ccccc2)C=C[C@@H](C)N1C(C)=O	1.6	i	x	46	x	0.3%	x	103	x	1%	x
O=C(c1cccc([N+](=O)[O-])c1)c1ccc2c(c1)OCCOCCOCCO2	-1.1	i	-0.1%	7	2%	0.7%	-3.5%	48	19%	-2%	2%
Cc1ccc(C(=O)NNC(=O)C2CC2)cc1Br	0.4	i	-0.1%	8	2%	0.3%	4.1%	69	15%	6%	6%
O=S(=O)(c1ccccc1)N(CC1CO1)c1ccccc1 (stereo unspecified)	0.2	i	-0.1%	28	8%	-1.4%	-3.2%	51	-13%[20 µM]	1%	6%
Cc1ccc(NC(=O)c2ccc(=O)[nH]n2)cc1C	-0.9	i	-0.1%	32	-2%	-0.5%	-4.4%	93	-3%	x	36%
O=C(c1cc2c(F)cccc2s1)N1CCCC1	1.1	i	-0.1%	56	2%	0.0%	-1.1%	78	-23%[20 µM]	-3%	1%
CC(NC(=S)NC(=O)c1ccccc1Br)c1ccccc1 (stereo unspecified)	12	i	0.4%	38	-2%	-0.6%	0.9%	59	-28%	-5%	1%
Cc1ccc2nc(SCC(=O)Nc3ccccc3N3CCOCC3)c(C#N)cc2c1	7.2	i	0.6%	11	-3%	x	18%	60	-24%	-8%	18%
COc1cccc(Nc2n[nH]c(=S)s2)c1	-0.4	i	0.2%	37	10%	0.1%	-1.3%	53	3%	-9%	6%
COc1ccc(NC(=O)C2CCCO2)cc1 (stereo unspecified)	0.7	i	-0.3%	2	2%	-0.3%	-6.0%	90	6%	2%	-15%
COc1ccc(-c2nnc(SCC(=O)N3CCOCC3)n2C)cc1OC	0.8	i	-0.3%	6	6%	0.1%	-2.4%	71	-5%	1%	-11%
O=C(O)C1CC=CCC1C(=O)N1CCc2ccccc21 (stereo unspecified)	-0.3	i	1.0%	8	4%	0.0%	4.5%	73	-24%	4%	4%
CCOc1ccc(CNC(=O)c2nnc(CS(=O)(=O)c3ccccc3)o2)cc1OC	1.1	i	0.0%	45	1%	-0.7%	-2.7%	102	-19%[20 µM]	x	-5%
Cc1cccc(N(CC(=O)NCC2CCCO2)C(=O)CCC(=O)Nc2cc(C)on2)c1 (stereo unspecified)	-5.0	i	0.0%	45	23%	0.0%	-6.7%	77	13%	14%	7%
Cc1cccc(CSc2nnc(-c3ccco3)o2)c1	1.3	i	-0.2%	43	-2%	-0.4%	1.7%	48	7%	-10%	-1%
COc1cccc(CNC(=O)C2CCN(S(=O)(=O)N3CCC(C)CC3)CC2)c1	-0.4	i	-0.2%	21	-3%	0.2%	2.2%	71	-16%	-7%	-1%
O=C(CCn1nnc2ccccc2c1=O)N[C@H](C(=O)O)c1ccccc1	5.2	i	-0.2%	31	8%	-0.2%	0.6%	74	0%	-4%	12%
Cc1cc(C)cc(NC(=O)Cn2nnc(C(=O)NCCc3ccccc3)c2N)c1	1.6	i	-0.3%	12	4%	0.1%	0.5%	50	-7%	-7%	-7%
CCc1ccc(NC(=O)C2CCN(c3ncnc4c3nc3n4CCCCC3)CC2)cc1	4.5	i	-0.1%	20	-6%	-0.1%	0.9%	49	-57%	-3%	-1%
COc1cccc(OC)c1OCCNCC1CSc2ccccc2O1 (stereo unspecified)	-1.3	i	x	45	x	-0.2%	x	52	x	1%	x
